DNMT1 block – DNMT1 (human) enzyme inhibition; P26358; DNMT1 molecular beacon, Hinp1I cleavage, fluorescence; inhibition (reported as % activation of signal), % at 10 µM; 0.83% of 360,000 active; AID 588458; in the data active = inhibition above about 50%
Target sequence (P26358 504-1616 limits assumed): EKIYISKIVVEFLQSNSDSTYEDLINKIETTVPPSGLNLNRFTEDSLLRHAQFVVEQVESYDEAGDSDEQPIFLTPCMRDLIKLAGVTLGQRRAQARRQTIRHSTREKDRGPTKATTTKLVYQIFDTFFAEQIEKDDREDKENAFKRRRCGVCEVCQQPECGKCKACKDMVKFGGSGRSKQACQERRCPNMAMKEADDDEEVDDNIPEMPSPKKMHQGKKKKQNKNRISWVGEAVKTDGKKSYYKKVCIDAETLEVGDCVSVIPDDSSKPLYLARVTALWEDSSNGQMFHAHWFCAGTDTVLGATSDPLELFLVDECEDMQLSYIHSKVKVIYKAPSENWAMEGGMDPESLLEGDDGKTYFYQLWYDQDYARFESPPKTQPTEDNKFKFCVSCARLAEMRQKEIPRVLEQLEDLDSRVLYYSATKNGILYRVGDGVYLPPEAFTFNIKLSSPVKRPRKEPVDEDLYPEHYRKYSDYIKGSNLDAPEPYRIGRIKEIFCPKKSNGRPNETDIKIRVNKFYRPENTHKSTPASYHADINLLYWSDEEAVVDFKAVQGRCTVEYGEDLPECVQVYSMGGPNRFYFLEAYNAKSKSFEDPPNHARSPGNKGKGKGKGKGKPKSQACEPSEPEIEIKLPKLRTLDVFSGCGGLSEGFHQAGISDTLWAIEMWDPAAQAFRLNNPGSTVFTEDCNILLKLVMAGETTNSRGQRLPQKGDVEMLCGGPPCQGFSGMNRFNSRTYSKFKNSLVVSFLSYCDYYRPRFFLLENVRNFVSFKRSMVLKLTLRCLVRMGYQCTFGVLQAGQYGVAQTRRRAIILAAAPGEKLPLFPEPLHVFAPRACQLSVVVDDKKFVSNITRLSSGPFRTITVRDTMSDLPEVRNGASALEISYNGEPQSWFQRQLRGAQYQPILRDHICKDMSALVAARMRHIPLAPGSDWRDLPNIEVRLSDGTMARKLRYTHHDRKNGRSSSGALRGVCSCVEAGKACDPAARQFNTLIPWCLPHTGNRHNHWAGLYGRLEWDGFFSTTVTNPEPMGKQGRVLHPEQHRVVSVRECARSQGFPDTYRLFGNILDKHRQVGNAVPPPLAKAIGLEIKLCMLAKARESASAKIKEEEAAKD
SUMO1 PPI mod – alters human SUMO1 binding to SIM partners; SUMO1 binding to a labelled peptide, TR-FRET, 1 h; P63165; inhibition, % at 20 µM; 0.33% of 360,000 active; in the data active = inhibition above about 37%
Scp-1 inhibitor – Scp-1 (human) phosphatase inhibition | Recombinant Scp1, phosphopeptide, malachite green phosphate absorbance | inhibition, % at 20 µM | 0.88% of 340,000 active | AID 493091;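 active = inhibition above about 50% at 20 µM, limit read from the data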;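 also: plate controls were DMSO wells with enzyme for no effect and wells lacking enzyme for full effect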
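Test system: SCP-1 phosphatase catalytic domain, residues 76-261 | Compound dosing: One concentration, 20 µM, with 1.0% DMSO | Schedule: 45 min room-temperature reaction, 5 min colour, 30 min stabiliser | Detection: Absorbance at 630 nm | Read-out basis: % inhibition of SCP-1 phosphate liberation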
CSN deneddyl inh – inhibitors of human CSN-mediated cullin deneddylation | Purified CSN, SCF-Nedd8-OG deneddylation, fluorescence polarization | inhibition, % at 12.5 µM | 0.38% of 360,000 active | AID 651999;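 active = pattern-corrected inhibition above about 35%, with an unprinted fluorescence ratio check between 0.5 and 1.5, limit read from the data, passing the limit was not always enough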;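 also: 0% = enzyme with substrate and 100% = substrate without enzyme; some results filed as inactive read as strong as hits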
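Test system: Human Csn5 produced in HEK293T cells | Compound: 12.5 µM single point | Times: 90 min, room temperature | Signal: Fluorescence polarization readout | Read-out basis: % inhibition of substrate cleavage by Csn5 | Controls: no-enzyme wells high, enzyme-with-substrate wells low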
STEP block – blocks human striatal-enriched tyrosine phosphatase; P54829; recombinant STEP, OMFP fluorogenic substrate, fluorescence; inhibition, % at 20 µM; 0.25% of 360,000 active; AID 588621;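 active = inhibition at 20 µM, scaled per plate between control wells, above about 37%, limit read from the data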;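 also: 0% = DMSO with enzyme and substrate and 100% = substrate only without enzyme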
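Assay system: isolated STEP enzyme / Timing: 20 min at room temperature, dark / Doses: 20 µM, 1% DMSO / Technique: fluorescence intensity, excitation 480 nm, emission 540 nm / Reagent: fluorogenic phosphatase substrate OMFP at 25 µM final / Measure: percent inhibition scaled to no-enzyme and uninhibited-enzyme controls, plate-pattern corrected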
LMPTP inh – LMPTP (human) inhibition. P24666. recombinant LMPTP-A, OMFP fluorogenic substrate, fluorescence intensity. inhibition, % at 20 µM. 0.22% of 360,000 active. AID 651560;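 active = compounds that cut the enzyme signal by at least half of the control window in the single-dose screen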;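 also: plate controls were DMSO wells with enzyme plus substrate for no effect and substrate without enzyme for full effect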
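Assay system: LMPTP-A enzyme. Input: 0.625 nM LMPTP-A final. Probe or stimulus: 400 µM OMFP. Compound dosing: single 20 µM dose. Schedule: 50 min dark incubation at room temperature. Detection: fluorescence intensity of OMFP turnover product. Read-out: percent inhibition versus substrate-only and uninhibited controls. Benchmarks: no-enzyme low control, uninhibited high control.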
Rpn11 inh – blocks the human proteasome subunit Rpn11; O00487; human 26S proteasome, Ub4-pepOG fluorescence polarization; 20S core pre-blocked with epoxomicin; calls only at 20 µM; 0.59% of 360,000 active; AID 588493;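 active = inhibition at 20 µM, scaled to each plate's controls, above about 33%, limit read from the data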
MsrA inh – inhibits bovine methionine sulfoxide reductase A; purified bovine MsrA, absorbance read-out; inhibition, % at 15.5 µM; 0.75% of 360,000 active; AID 651718; in the data active = inhibition above about 4.5%;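 also: 0% = vehicle wells with enzyme and 100% = reference inhibitor wells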
Tb MetRS inh – Trypanosoma brucei MetRS inhibition. purified T. brucei MetRS, ATP depletion, Kinase-Glo luminescence. inhibition, % at 11.9 µM. 0.4% of 360,000 active;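 active = inhibition above a per-plate cutoff of the control wells' mean inhibition plus 3 SD, cut at about 5.5% in these data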;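 also: 0% = DMSO wells median and 100% = median of wells with control inhibitor compound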
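Material: T. brucei methionyl-tRNA synthetase, purified; reagent: substrates ATP, L-methionine and bulk Escherichia coli tRNA; dosing: 11.9 µM single point; timing: 15 min plus 2 h at 25 °C; detection: luminescence of leftover ATP; evaluation: % inhibition; control set: DMSO-only wells as low control; replicates: singlicate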
NadD block – blocks S. aureus nicotinate mononucleotide adenylyltransferase. AID 602399. 0.78% of 360,000 active. inhibition, % at 20 µM. purified NadD enzyme, colorimetric absorbance read-out; in the data active = inhibition above about 26%; also: some compounds past the cut are filed as inactive
The depositor's hits bear a star; i = inactive; · = not tested or not shown; + = active, no number; & = joins results of further samples.

SMILES	DNMT1 block	SUMO1 PPI mod	Scp-1 inhibitor	CSN deneddyl inh	STEP block	LMPTP inh	Rpn11 inh	MsrA inh	Tb MetRS inh	NadD block
CCOC(=O)C1CCN(S(=O)(=O)c2ccc(Cl)nc2)CC1	2	3	-5	4	2	-0.5	i	-0.3	0.2	-4
Nc1cc(Cl)ccc1Nc1ccncc1	-1	3	-5	-2	8	1.0	i	0.1	-0.1	-6
CCc1ccc(NC(=O)CS(=O)CC(=O)NCCCc2ccccc2)cc1 (configuration not stated)	59*	-4	93*	12	42*	38	+	0.1	-0.3	2
O=C(CC1NCCNC1=O)Nc1cc(Cl)cc(Cl)c1 (configuration not stated)	-23	2	3	2	-2	-3.3	i	0.1	0.3	-4
CCOC(=O)CCCC(=O)N1CCOCCOCCOCC1	-2	-2	-11	2	-2	-0.4	i	-0.3	2.2	0
Cc1ccn2cc(-c3cnoc3C)nc2c1	3	2	0	4	-1	0.7	i	0.2	-0.5	-1
CN(C)S(=O)(=O)N(CC(=O)Nc1ccccc1)c1ccccc1	-1	1	0	-1	0	-0.4	i	1.1	-1.1	8
O=C(Nc1ccc(CN2CCOCC2)cc1)c1ccc(-c2ccc(Br)cc2)o1	-11	-17	-4	0	-1	1.4	i	0.2	-0.1	-4
COc1n[nH]c(C(=O)Nc2cc(Cl)ccc2Cl)c1[N+](=O)[O-]	8	-9	-8	5	-2	-2.3	i	1.5	-0.2	4
CCN(C1CCS(=O)(=O)C1)S(=O)(=O)c1ccc(Cl)s1 (configuration not stated)	2	5	-3	8	-3	-1.1	i	-0.5	-0.4	-2
Cn1c(=O)c2cc(NC(=O)NCc3ccccc3)ccc2n1C/C=C/c1ccccc1	-5	-5	·	4	2	-0.3	i	0.5	-0.1	1
CCC(=O)Nc1ccc(Cl)c(NC(=O)c2cccnc2)c1	-1	1	-11	-1	-1	0.2	i	-0.4	-1.1	-1
COc1ccc(Cc2n[nH]c(=O)c3ccccc23)cc1OC	8	-1	-1	7	-1	-0.6	i	0.8	-0.5	3
O=C(Nc1cc(S(=O)(=O)N2CCCCC2)ccc1O)c1ccccc1NS(=O)(=O)c1ccc(F)cc1	-1&-12	15&23	-21&-16	0&-15	-2&0	1.0&2.4	i	-0.1&0.6	-0.3&0.9	2&4
Cc1ccc(CN2CCN(Cc3cccc(C)n3)CC2CCO)cc1 (configuration not stated)	2	3	-5	3	2	-1.6	i	-0.7	-0.6	6
CCN(CC)C(=O)CSc1nc2cc3c(cc2c(=O)n1CCCC(=O)NCc1ccc(OC)cc1)OCO3	8	3	-5	2	0	-0.9	i	0.2	-0.6	-4
CCCc1cc(=O)[nH]c(SCc2ccccc2)n1	11	0	-1	5	-7	-0.3	i	0.0	-0.6	-3
COc1cccc(NC(=S)NNC(=O)c2ccccc2OC(F)F)c1	3	22	-3	-6	-1	1.3	i	2.6	-0.5	1
O=C(COC(=O)c1ccco1)Nc1ccc(Cl)cn1	2	3	5	-5	-4	0.0	i	0.4	-0.6	2
CN(C(=O)C1CCN(c2ncnc3c2nc2n3CCCCC2)CC1)C1CCCCC1	0	-6	2	4	-3	-0.8	i	0.1	-0.3	-5
COc1ccc(C(=O)COC(=O)c2cnc(C)cn2)c(OC)c1	0	1	-7	1	-1	0.1	i	1.3	0.1	-3
CCC(C)NC(=O)C(=O)NCc1ccncc1 (configuration not stated)	-1	0	10	0	-1	-1.4	i	0.7	-0.4	-5
Cc1nc(N2CCOCC2)[nH]c(=O)c1C	1	0	-6	-5	-7	0.1	i	1.5	0.0	1
Cc1ccc2nc(NC(=O)CN3C(=O)NC4(CCCC4)C3=O)sc2c1	1	0	-8	5	0	0.8	i	-0.7	0.4	4

Next section (2 carried over from the part before).
SMILES	DNMT1 block	SUMO1 PPI mod	Scp-1 inhibitor	CSN deneddyl inh	STEP block	LMPTP inh	Rpn11 inh	MsrA inh	Tb MetRS inh	NadD block
Cc1nc(N2CCOCC2)[nH]c(=O)c1C	1	0	-6	-5	-7	0.1	i	1.5	0.0	1
Cc1ccc2nc(NC(=O)CN3C(=O)NC4(CCCC4)C3=O)sc2c1	1	0	-8	5	0	0.8	i	-0.7	0.4	4
O=C(N/N=C\c1cccnc1)C1c2ccccc2Oc2ccccc21	-1	-7	1	0	1	0.4	i	0.1	0.2	4
CCOC(=O)c1c(C)oc2c1cc(O)c1ccccc12	-9	-8	-5	3	-2	-0.2	i	1.1	-0.9	-5
CCOc1ccc(/C=C2\SC(=S)N(CCCC(=O)NCCCN3CCOCC3)C2=O)cc1	-3	-37	-5	2	4	-3.1	i	0.5	-0.5	-7
O=C(COC(=O)c1nc(Cl)ccc1Cl)NC1CCCCC1	2	2	-7	3	-2	-0.8	i	-0.3	-0.2	-1
O=C(COC(=O)CCc1ccc(S(=O)(=O)N2CCCCC2)cc1)Nc1cccc2ccccc12	-10	-2	-12	-2	0	3.4	i	1.3	0.0	-8
COc1ccc(C2(c3ccc(OC)cc3)NC(=O)N(CC(=O)Nc3cc(C)ccc3OC)C2=O)cc1	-5	2	-13	3	0	4.9	i	0.4	0.8	9
COc1ccccc1NC(=O)C(=O)NCc1ccncc1	8	-4	8	2	-1	-0.2	i	-0.1	-1.4	4
CNCc1ccccc1Sc1cccc2ccccc12	7	-11	4	-4	5	-1.2	i	-1.4	-1.5	-7
O=C(OCCCc1ccncc1)c1ccc(S(=O)(=O)N2CCOCC2)cc1	0	3	-3	-3	0	-1.2	i	-0.1	-0.2	-7
COc1cc(C2Nc3ccccc3C(=O)N2NS(C)(=O)=O)ccc1O (configuration not stated)	1	-4	-7	1	1	-0.2	i	1.6	-1.2	-2
O=C(O)CC(NCc1ccco1)C(=O)Nc1cccc(O)c1 (configuration not stated)	3	-2	-6	0	0	0.2	i	-1.2	-0.2	-2
CC(C)(C)CC(=O)Nc1nnc(C(F)(F)F)s1	5	-5	6	1	1	-1.6	i	-0.8	-0.3	-1
O=C(Nc1ccc(F)cc1F)c1ccc(-n2cccn2)c([N+](=O)[O-])c1	-5	-12	-2	-2	-1	-0.8	i	1.1	2.0	-5
COc1ccccc1C(=O)NC(=O)COC(=O)/C(=C/c1ccccc1)NC(C)=O	3	-5	-2	1	-3	-2.0	i	0.3	-0.4	-5
CC1CN(c2ncnc3c2c(-c2ccccc2)cn3-c2ccc(F)cc2)CC(C)O1 (configuration not stated)	2	6	-1	4	2	2.9	i	1.8	-1.1	5
CN(CC(=O)Nc1ccc(Cl)c(C(F)(F)F)c1)C(=O)c1ccc2c(c1)NC(=O)CS2	-11	6	-2	2	-2	-1.8	i	-0.3	6.6*	6
Cc1ccc2nc(Nc3nc(-c4ccccc4)cc(=O)[nH]3)nc(C)c2c1	21	7	12	12	3	-2.4	i	1.1	-1.2	11
O=C1C=C(c2cc3ccccc3s2)C[C@@H](c2ccc3c(c2)OCO3)C1	0	-11	-4	-2	4	0.8	i	1.8	-0.2	-10
CN(C)CCNC(=O)C1CC(=O)N(c2ccc(F)c(Cl)c2)C1 (configuration not stated)	4	0	-4	1	-1	-2.8	i	-0.1	-0.1	-6
CC(C)N1CCN(Cc2nc3ccccc3s2)CC1CCO (configuration not stated)	1	0	-5	2	-3	-1.0	i	0.9	-0.3	3
Oc1ccc(/C=N/Nc2cc(N3CCOCC3)nc(N3CCOCC3)n2)cc1O	-18	-2	-7	-9	-3	1.9	i	4.7*	0.1	3
O=C(CSc1nc2ccccc2[nH]1)N/N=C/c1ccco1	0	-17	-2	0	3	-1.5	i	-0.8	1.4	4
COC(=O)C1=C(C(=O)OC)C2(OC1c1ccc(Br)cc1)C(=O)c1ccccc1C2=O (configuration not stated)	-6	-3	-13	-3	2	0.2	i	0.3	0.1	-8
COc1ccc(OCc2nn3c(-c4ccccn4)nnc3s2)cc1	6	7	0	3	-1	-1.5	i	1.8	-1.6	8

Printed as active in Rpn11 inh, of those listed so far:
SMILES	DNMT1 block	SUMO1 PPI mod	Scp-1 inhibitor	CSN deneddyl inh	STEP block	LMPTP inh	Rpn11 inh	MsrA inh	Tb MetRS inh	NadD block
CCc1ccc(NC(=O)CS(=O)CC(=O)NCCCc2ccccc2)cc1 (configuration not stated)	59*	-4	93*	12	42*	38	+	0.1	-0.3	2

Remaining list, next part.
SMILES	DNMT1 block	SUMO1 PPI mod	Scp-1 inhibitor	CSN deneddyl inh	STEP block	LMPTP inh	Rpn11 inh	MsrA inh	Tb MetRS inh	NadD block
CCCC(NCC(O)COc1ccc(-c2ccccc2)cc1)c1ccccc1 (configuration not stated)	5	-4	-1	4	8	2.7	i	0.6	-0.9	-5
Cc1ccc(S(=O)(=O)NC(=O)C2(C)CCN2C(=O)Cc2ccc(C(C)(C)C)cc2)nc1 (configuration not stated)	1	6	·	3	0	-2.4	i	-1.4	0.1	1
CCCCCCC[C@@H](C/C=C/CCC(=O)N(C)C/C(=C/Cl)C/C(=C\C(=O)N1CC(OC)=CC1=O)OC)OC	-2	3	-8	0	5	8.1	i	-0.9	-0.2	6
O=C(CN1C(=O)NC2(CCCC2)C1=O)Nc1cc(Cl)ccc1N1CCCCC1	-5	6	21	3	3	1.2	i	-1.1	-0.1	1
COc1ccc(Sc2cnn(-c3ccccc3)c(=O)c2Cl)cc1	-2	-20	-11	2	4	2.7	i	1.7	0.7	-2
CCC1(CC)NC(=O)N(CC(=O)OC(C)C(=O)Nc2ccc(NC(C)=O)cc2)C1=O (configuration not stated)	1	7	-2	6	0	0.0	i	0.5	-0.6	0
O=C(NCc1ccco1)c1c(F)cccc1Cl	-3	-4	-10	-22	-4	-0.9	i	-1.0	-1.1	-4
O=C(OCc1cc([N+](=O)[O-])cc2c1OCOC2)c1cccnc1SC(F)F	2	-6	-7	-8	3	2.2	i	0.3	-0.4	-6
CC(C)CCNC(=O)Cc1ccccc1[N+](=O)[O-]	0	-13	-8	7	0	-1.5	i	0.2	-0.6	-1
Cc1ccc(NNC(=O)c2ccno2)cc1Cl	-2	-2	-11	3	0	-1.5	i	-0.2	-0.4	-3
CCOC(=O)C1=C(N)OC2=C(C(=O)CCC2)C1c1cccs1 (configuration not stated)	-1	4	-8	0	0	-2.0	i	0.7	0.0	2
CCCOC(=O)CSc1nc(N)c(C#N)c(CC)c1C#N	6	-6	0	1	-2	-0.5	i	2.8	0.3	-1
COc1ccccc1C(=O)NC(=O)COC(=O)c1ccc(C)o1	19	5	28	-1	2	0.6	i	-0.6	-0.2	-2
